Source: PubChem
Tau fluor counter: Counterscreen qHTS for Inhibitors of Tau Fibril Formation, Fluorescence Polarization; tau K18 P301L (four-repeat tau fragment) Alexa594 fluorescence, heparin fibrillization; Potency, µM (top dose mostly 57.7 µM), for the others: at the top dose activity change, negative = decrease; hit rate 0.93% among 280,000; AID 1463, 2008; further: on the % scale 0 is the no-effect control and ±100 the full control effect; nearly all actives have a fitted effect of over 55% in size
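Human K18 P301L tau (15 uM unlabeled plus 0.24 uM Alexa 594-labeled, final) in 100 mM sodium acetate pH 7 was mixed with compound and 20 uM heparin and incubated 6 hr at 37 C.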
NPSR antagonist: qHTS Assay for Antagonists of the Neuropeptide S Receptor: cAMP Signal Transduction. CHO-NPSR cells, cAMP TR-FRET, antagonist mode. Potency, µM (series often up to 38.3 µM), inactives show top-dose activity change, negative = inhibition, actives largely listed as inhibitors. hit rate 1% among 220,000; further: on the % scale 0 is the no-effect control and ±100 the full control effect; nearly all actives have a fitted effect of over 50% in size; many of its hits are not listed in these tables
Target sequence (Q6W5P4 whole entry, looked up): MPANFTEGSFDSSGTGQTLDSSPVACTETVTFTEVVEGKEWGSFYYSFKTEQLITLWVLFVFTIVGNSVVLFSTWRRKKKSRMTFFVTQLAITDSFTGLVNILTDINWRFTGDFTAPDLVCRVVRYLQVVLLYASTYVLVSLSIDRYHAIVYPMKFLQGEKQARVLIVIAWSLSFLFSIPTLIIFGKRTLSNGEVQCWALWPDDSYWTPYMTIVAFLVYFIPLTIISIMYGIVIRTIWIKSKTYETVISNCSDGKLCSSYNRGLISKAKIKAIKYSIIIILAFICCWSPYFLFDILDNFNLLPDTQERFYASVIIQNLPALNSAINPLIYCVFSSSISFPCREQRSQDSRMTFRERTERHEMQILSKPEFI
GAA glycogen: qHTS Assay for Inhibitors and Activators of Human alpha-Glucosidase Cleavage of Glycogen | Lysosomal alpha-glucosidase (Homo sapiens), P10253 | recombinant GAA, glycogen substrate, Amplex Red glucose oxidase fluorescence | Potency, µM (top dose mostly 76.4 µM), for the others: at the top dose activity change, negative = inhibition, hits mostly inhibitors | hit rate 0.38% among 300,000;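 further: 0% = full enzyme reaction and -100% = no-enzyme basal signal; the screen sought inhibitors and activators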
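Recombinant human alpha-glucosidase (4 nM final) hydrolysed bovine liver glycogen (30 ug) for 40 min at 37 C in pH 5.0 citrate/phosphate with 0.01% Tween-20. Released glucose detected by glucose oxidase/Amplex Red, Ex 573/Em 610 nm. Compounds up to 77 uM; AC50 from Hill fits.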
aGlu spleen mod: qHTS Assay for Inhibitors and Activators of Human alpha-Glucosidase From Spleen Homogenate; hit rate 0.006% among 240,000; Potency, µM (titrated, usually from 79.9 µM), inactives show at the top dose activity change, negative = inhibition, hits mostly inhibitors; human spleen homogenate, 4-MU-alpha-glucoside fluorescence;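 further: 0% = enzyme with vehicle and -100% = no enzyme basal signal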
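Human spleen homogenate (1 ug) with 4-methylumbelliferyl-alpha-D-glucopyranoside (1 mM final) in 50 mM citrate/phosphate pH 5.0, 0.01% Tween-20; 40 min at 37 C. Stopped at pH 10; 4-MU fluorescence Ex 365/Em 440 nm; AC50 by Hill fit.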
GLA spleen mod: qHTS Assay for Inhibitors and Activators of Human alpha-Galactosidase From Spleen Homogenate | Alpha-galactosidase A (Homo sapiens), P06280 | human spleen homogenate, 4MU-alpha-Gal fluorescence, 40 min | Potency, µM (titrated, usually from 80 µM), inactives show at the top dose activity change, negative = inhibition, hits mostly inhibitors | hit rate 0.008% among 240,000;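 further: 0% = enzyme with vehicle and -100% = no enzyme basal signal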
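Inhibition or activation of alpha-galactosidase in human spleen homogenate is scored by 4-MU fluorescence after 40 min at 37C, pH 5.0, with 1 mM substrate. AC50s come from concentration-response fitted to the Hill equation.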
Epigenetic reg: Quantitative High-Throughput Screen for Regulators of Epigenetic Control | murine LDR cells, GFP reporter derepression, 30 h | Potency, µM (titrated, usually from 53.9 µM), for the others: top-dose GFP activation, actives largely listed as activators | hit rate 0.2% among 280,000 | AID 1865, 2009; further: % of control where 0% means no effect; nearly all actives have a fitted effect of over 60% in size
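In this reporter-derepression format, murine cells bearing a silenced integrated CMV-GFP locus incubate with test compound (30 h, 37 C), then are washed and imaged; fluorescent objects of 20–120 um count as induced cells.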
GAA inhib: qHTS Assay for Inhibitors of Human alpha-Glucosidase as a Potential Chaperone Treatment of Pompe Disease | Potency, µM (titrated, usually from 76.9 µM), inactives show at the top dose activity change, negative = inhibition, most hits filed as inhibitors | purified human GAA, 4-MU-alpha-glucoside fluorescence | hit rate 0.005% among 200,000;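 further: plate controls were uninhibited enzyme wells for no effect and no-enzyme background for full effect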
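Read-out is 4-methylumbelliferone fluorescence (Ex 365/Em 440 nm) after NaOH/glycine stop at pH 10. Enzyme 4 nM, substrate 400 uM, pH 5.0 citrate buffer, 20 min room temperature; AC50 from Hill-equation concentration-response.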
ALDH1A1 block: qHTS Assay for Inhibitors of Aldehyde Dehydrogenase 1 (ALDH1A1) | Aldehyde dehydrogenase 1A1 (Homo sapiens), P00352 | Purified ALDH1A1, NADH fluorescence, propionaldehyde substrate | Potency, µM (top dose mostly 75.3 µM), inactives show at the highest dose activity, negative = inhibition, actives largely listed as inhibitors | hit rate 7.3% among 220,000 | AID 1030, 2008; active means well fitted inhibition curve with a large enough effect, not every such curve was filed as active; inconclusive means small, poorly fitted or top-dose-only effect, or another doubt; inactive means no such curve, though single readings can be large or run the other way;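 further: plate controls were no enzyme wells and a reference inhibitor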
Target sequence (P00352 whole entry, looked up): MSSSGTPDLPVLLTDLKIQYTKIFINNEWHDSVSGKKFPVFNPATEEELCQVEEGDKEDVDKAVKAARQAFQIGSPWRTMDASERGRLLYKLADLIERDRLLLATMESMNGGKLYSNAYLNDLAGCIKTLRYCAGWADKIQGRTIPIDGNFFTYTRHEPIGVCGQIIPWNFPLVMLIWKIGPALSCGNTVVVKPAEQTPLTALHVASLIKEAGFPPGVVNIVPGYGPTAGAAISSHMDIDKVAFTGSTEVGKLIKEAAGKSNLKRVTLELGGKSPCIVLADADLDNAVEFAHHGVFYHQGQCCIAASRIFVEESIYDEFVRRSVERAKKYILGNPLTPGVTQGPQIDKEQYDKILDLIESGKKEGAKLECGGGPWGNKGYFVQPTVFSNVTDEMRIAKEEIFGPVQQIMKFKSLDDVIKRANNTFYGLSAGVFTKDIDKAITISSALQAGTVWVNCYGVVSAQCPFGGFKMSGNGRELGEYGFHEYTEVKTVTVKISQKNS
Active calls of the source: *; ? = inconclusive; / = not tested or not shown; & = joins results of further samples; [ ] = remark or other dose. Unless noted, the call rests on the fitted dose curve; in most records, active means well fitted curve in the direction sought with a large enough effect; inconclusive means small, poorly fitted or top-dose-only effect, or another doubt; inactive means no such curve, though single readings can be large; an effect the other way counts as inactive or inconclusive. Potency means the concentration at half of the fitted maximal effect. Some of the compounds tested; the hit share may differ from the screen's.

Start of the data: the first 8 entries, to show the layout:
SMILES,Tau fluor counter,NPSR antagonist,GAA glycogen,aGlu spleen mod,GLA spleen mod,Epigenetic reg,GAA inhib,ALDH1A1 block
COC(=O)C[C@H]1c2ccccc2C2=C(C[C@@H](C)[C@H]3C(=O)N(c4ccccc4)C(=O)[C@@H]23)N1C(=O)OC,-1%&-11%[11.6 µM],/,/,8%&-6%[17.4 µM],2%&0%[17.5 µM],/,/,?
CCOC(=O)c1cc(-c2ccccc2)sc1NC(=O)C(C)OC(=O)c1cccnc1OCC (configuration not stated),-8%,-35%,4%,-4%,-7%,0.0%,-3%,2%
Cc1oc(CN2CCOCC2)cc1C(=O)O,4%,17%,-8%,-2%,4%,-3.4%,0%,9%
Oc1ccccc1-c1n[nH]c(=S)n1Cc1ccco1,-4%,-6%[46.1 µM],-5%,5%,1%,-0.1%,-1%,-4%
S=C(Nc1ccc2snnc2c1)N1CCN(c2ccccn2)CC1,-11%,-4%[46.1 µM],-1%,5%,5%,0.0%,-9%,5%
CC(C)(C)N1CSC(=S)N(Cc2ccccc2)C1,-2%,-14%,-1%,/,11%,-1.1%,-6%,32µM*
Cc1cnc(C(=O)OCC(=O)NCCCc2ccccc2)cn1,6%,5%,3%,10%,-1%,-1.5%,-9%,-4%
COc1ccccc1N1CCN(C(CNS(C)(=O)=O)c2cccnc2)CC1 (configuration not stated),-2%,4%,-1%,1%,-5%,3.4%,2%,10µM*

The listing, from the first entry:
SMILES,Tau fluor counter,NPSR antagonist,GAA glycogen,aGlu spleen mod,GLA spleen mod,Epigenetic reg,GAA inhib,ALDH1A1 block
COC(=O)C[C@H]1c2ccccc2C2=C(C[C@@H](C)[C@H]3C(=O)N(c4ccccc4)C(=O)[C@@H]23)N1C(=O)OC,-1%&-11%[11.6 µM],/,/,8%&-6%[17.4 µM],2%&0%[17.5 µM],/,/,?
CCOC(=O)c1cc(-c2ccccc2)sc1NC(=O)C(C)OC(=O)c1cccnc1OCC (configuration not stated),-8%,-35%,4%,-4%,-7%,0.0%,-3%,2%
Cc1oc(CN2CCOCC2)cc1C(=O)O,4%,17%,-8%,-2%,4%,-3.4%,0%,9%
Oc1ccccc1-c1n[nH]c(=S)n1Cc1ccco1,-4%,-6%[46.1 µM],-5%,5%,1%,-0.1%,-1%,-4%
S=C(Nc1ccc2snnc2c1)N1CCN(c2ccccn2)CC1,-11%,-4%[46.1 µM],-1%,5%,5%,0.0%,-9%,5%
CC(C)(C)N1CSC(=S)N(Cc2ccccc2)C1,-2%,-14%,-1%,/,11%,-1.1%,-6%,32µM*
Cc1cnc(C(=O)OCC(=O)NCCCc2ccccc2)cn1,6%,5%,3%,10%,-1%,-1.5%,-9%,-4%
COc1ccccc1N1CCN(C(CNS(C)(=O)=O)c2cccnc2)CC1 (configuration not stated),-2%,4%,-1%,1%,-5%,3.4%,2%,10µM*
Cc1onc(-c2c(F)cccc2Cl)c1C(=O)OCC(=O)Nc1c(C)n(C)n(-c2ccccc2)c1=O,-9%,0%[46.1 µM],-3%,-5%,-4%,0.0%,3%,-3%
CC(C)NC(=S)N/N=C/c1sc(N2CCCCC2)nc1-c1cccs1,?,-53%,8%,-12%,-1%,?,5%,?
Cn1c(CSCCOc2ccccc2)n[nH]c1=S,-15%,11%,-2%,-1%,5%,0.0%,-3%,-8%
CCC(C)(C)C1CCC2(CC1)NC(CO)(CO)CO2 (configuration not stated),-1%,2%[46.1 µM],4%,-16%,2%,-2.4%,2%,5%
CCN(CC)C(=O)N1CCN(C(=O)N(CC)CC)CC1,1%,-18%,-15%,2%,2%,2.5%,?,7%
O=c1cc(-c2cccc(O)c2O)oc2ccccc12,?,/,/,4%,-6%,1.0%,/,-3%
O=C(Nc1ccccc1)N1CCCC1c1cccs1 (configuration not stated),-13%,-26%,-1%,-2%,12%,0.1%,/,/
COC(C(=O)NNC(=O)Cc1ccc(Cl)cc1)c1ccccc1 (configuration not stated),-4%,39%,-3%,8%,-8%,-3.1%,/,/
COc1ccc(/C=C/C(=O)OCC(=O)NCCC2=CCCCC2)cc1,-10%,7%,4%,-4%,-9%,-1.4%,-3%,-9%
Cc1ccccc1S(=O)(=O)N(CC(O)CN1C(=O)NC(C)(C)C1=O)c1ccccc1 (configuration not stated),-2%,18%,5%,-3%,-1%,-5.9%,/,/
COc1ccc(CCN2CC(C(=O)O)CC2=O)cc1 (configuration not stated),0%,-5%[46.1 µM],-3%,-2%,0%,-1.1%,-9%,-6%
CCC(=O)c1ccc(OCC(O)CN2C(=O)NC(C)(C)C2=O)cc1 (configuration not stated),-3%,0%[46.1 µM],-10%,8%,0%,-4.4%,-5%,2%
Cc1ccc(CC(=O)Nc2ccc(F)c([N+](=O)[O-])c2)cc1,-19%,-14%,10%,-11%,0%,0.0%,2%,7%
CCOC1(OCC)N=C(N)C2(C#N)C(c3cccc(OC)c3OC)C12C#N (configuration not stated),-14%,0%[46.1 µM],-11%,-2%,-10%,-1.0%,-1%,?
CN(C)CCCNC(=O)/C(=N\O)c1ccccc1,-11%,6%[46.1 µM],6%,0%,5%,0.1%,-7%,15%
CC1C/C(=C/c2ccco2)C(=O)/C(=C/c2ccco2)C1 (configuration not stated),-29%,-40%,-2%,-4%,4%,2.9%,-12%,14µM*
COc1ccc(NC(=O)CN2CCOCC2)cc1,2%,-4%[46.1 µM],7%,-5%,-18%,-3.6%,5%,?
CO/N=C/C(=N\Nc1ccccc1)C(=O)c1ccccc1,-30%,-48%,-1%,-9%,-6%,-0.7%,-8%,?
COc1ccccc1NC(=O)Nc1ccc(Cc2ccncc2)cc1,?,-8%,-5%,-3%,5%,-0.1%,3%,3%
Cc1cc(=O)oc2cc(OCCSCCN3CCOCC3)ccc12,-7%,-9%[46.1 µM],-1%,-5%,-5%,0.9%,7%,?
COc1cc(NS(=O)(=O)c2ccc(OC)c(C)c2C)c(OC)cc1Cl,-25%,20µM*,-6%,-1%,-3%,1.0%,-8%,?
Cc1cccnc1N(C(=O)Nc1ccccc1)C1=NCC(C)(C)S1,3%,-2%[46.1 µM],7%,-2%,-22%,-2.5%,?,3%
Cc1ccc2c(C)c(C(=O)Nc3c(C)n(C)n(-c4ccccc4)c3=O)oc2c1C,-15%,10%,3%,-12%,6%,-2.0%,1%,7%
CCNC(=O)COC(=O)c1csc2c1CCCC2,10%,3%,-3%,-3%,-1%,-5.1%,7%,2%
COc1ccc(CN2CCCC(C(=O)c3cccc(OC(C)C)c3)C2)cc1Cn1cccn1 (configuration not stated),-6%,46%,8%,-2%,4%,1.1%,5%,5%
CC1(C)Cc2ccccc2-c2nnc(-c3ccc4ccccc4n3)n21,3%,-28%,4%,2%,9%,1.0%,-3%,10%
CSc1nc2c(c(=O)[nH]1)C(c1cccs1)C1=C(CCCC1=O)N2 (configuration not stated),-3%,-5%[46.1 µM],-1%,-9%,3%,-1.1%,?,-2%
O=C(Nc1cc(N2CCOCC2)ncn1)c1ccc(F)cc1,0%,15%,0%,-3%,-16%,-1.9%,-4%,0%
CCOC(=O)N1CCN(S(=O)(=O)c2ccc(F)c(C(=O)Nc3cccc(C)c3C)c2)CC1,0%,-12%[46.1 µM],11%,-5%,0%,-1.2%,-7%,5%
CC12CCC3c4ccc(OCc5ccccc5)cc4CCC3C1CC(O)C2O (configuration not stated),-29%,/,/,3%,-9%,-1.3%,/,-15%
COc1ccc(C(=O)NC(=O)Nc2ncccc2C)cc1,6%,5%[46.1 µM],14%,3%,-1%,2.0%,0%,?
CC(=O)c1c(O)c(C)c(-c2ccccc2)n(-c2ccccc2)c1=O,-7%,-13%[46.1 µM],1%,-3%,-18%,0.0%,1%,4%
COc1ccc(NC(=S)c2ccncc2)cc1,8%,10%,3%,-4%,0%,-1.8%,-1%,-1%
Cc1c(NC(=O)c2cccs2)cccc1C(=O)O,1%,5%[46.1 µM],-3%,-4%,-12%,0.0%,1%,2%
O=C1C=C(Nc2cccc(Cl)c2)CC(c2ccco2)C1 (configuration not stated),-13%,2%[46.1 µM],4%,5%,10%,0.1%,-3%,?
CN1CCN(c2ncnc3c2c(-c2ccccc2)cn3-c2ccc(F)cc2)CC1,-9%,-45%,5%,1%,-5%,9.4%,-2%,-1%
COCCn1c(C)cc(C(=O)CSc2nnc(C)s2)c1C,-11%,-19%[46.1 µM],-17%,9%,10%,-0.2%,1%,-11%
O=C1c2ccccc2C(=O)N1Cc1cnc(N2CCN(c3ccccc3)CC2)s1,-26%,-18%,-15%,-7%,7%,1.1%,11%,-3%
O=C(NCc1ccc2c(c1)OCO2)c1cc([N+](=O)[O-])ccc1N1CCCCC1,-27%,-3%[46.1 µM],10%,-8%,-3%,-0.9%,-7%,?
Cc1cc(=O)c2c(O)c(O)ccc2o1,-16%,-11%[46.1 µM],?,-2%,5%,-1.8%,1%,-7%
Cc1c(Cl)cccc1NC(=O)NCc1ccncc1,5%,-3%,7%,-1%,-1%,-1.1%,10%,-2%
CCN1C(=O)/C(=C2/Sc3ccccc3N2CC)S/C1=N\c1ncn[nH]1,?,-8%,-9%,-2%,-5%,?,?,?
